Bfl-1 Bim block: inhibitors of Bim binding to Bfl-1, primary screen, biochemical, multiplexed, bead-based flow cytometry; inhibition, % at 10 µM; hit rate 0.12% among 190,000; Bim-Bfl-1 binding inhibition; Bcl-2-related protein A1 (Homo sapiens), Q16548;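 further: 0% = wells without compound plus tracer and 100% = blocker peptide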
Bcl-B Bim block: inhibitors of Bim-Bcl-B binding, primary screen, biochemical, multiplexed, human Bcl-2 family. hit rate 0.073% among 190,000. Bcl-2-like protein 10 (Homo sapiens), Q9HD36. inhibition, % at 10 µM. bead-based flow cytometry, Bim peptide-Bcl-B binding;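 further: 0% = tracer peptide without compound and 100% = reference inhibitor peptide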
ABCG2 block: ABCG2 efflux pump inhibitors, primary screen, multiplex with ABCB1, IgMXP3 cells, flow cytometry; JC-1 efflux; hit rate 0.1% among 190,000; Broad substrate specificity ATP-binding cassette transporter ABCG2 (Homo sapiens), Q9UNQ0; AID 1325, 2008; inhibition, % at 6.6 µM;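 active means inhibition above 80%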;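 further: 0% = DMSO and 100% = nicardipine control wells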
Target sequence (Q9UNQ0 whole entry, looked up): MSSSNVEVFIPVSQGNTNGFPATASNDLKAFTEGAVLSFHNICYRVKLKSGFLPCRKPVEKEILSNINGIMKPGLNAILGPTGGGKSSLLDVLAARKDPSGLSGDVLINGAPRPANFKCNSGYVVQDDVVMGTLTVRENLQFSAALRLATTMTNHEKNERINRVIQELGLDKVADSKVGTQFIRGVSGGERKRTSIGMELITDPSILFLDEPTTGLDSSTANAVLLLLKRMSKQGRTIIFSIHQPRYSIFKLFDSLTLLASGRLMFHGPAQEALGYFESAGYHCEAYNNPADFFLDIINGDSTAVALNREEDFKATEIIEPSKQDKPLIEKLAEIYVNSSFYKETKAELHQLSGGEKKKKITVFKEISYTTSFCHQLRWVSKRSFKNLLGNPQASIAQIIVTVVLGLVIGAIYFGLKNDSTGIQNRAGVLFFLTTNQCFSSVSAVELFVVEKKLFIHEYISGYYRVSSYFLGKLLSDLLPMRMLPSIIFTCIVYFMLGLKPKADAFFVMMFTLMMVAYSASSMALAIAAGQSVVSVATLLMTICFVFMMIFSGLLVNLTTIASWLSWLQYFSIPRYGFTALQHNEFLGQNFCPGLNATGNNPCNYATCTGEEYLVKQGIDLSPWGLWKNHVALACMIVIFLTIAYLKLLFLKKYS
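Test system: IgMXP3 (ABCG2) plus far-red-tagged CCRF-Adr (ABCB1) cells / Amount: 3 million cells/mL in well / Reagent: JC-1 transporter substrate / Timing: 10 min compound exposure, 25 °C / Signal: flow cytometry, 530 nm JC-1 signal / Read-out: percent efflux inhibition, scaled nicardipine 100% to DMSO 0% / Benchmarks: nicardipine as high control, DMSO as low control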
Bcl-2 Bim block: inhibitors of Bim-Bcl-2 binding, primary screen, biochemical, multiplexed, human Bcl-2 family; Bead-based flow cytometry, Bim peptide-Bcl-2 binding; inhibition, % at 10 µM; hit rate 0.06% among 190,000; AID 950, 2007; in the data active means inhibition above about 40%; inconclusive means no clear call, values can overlap the other calls;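 further: 0% = no compound wells with probe peptide and 100% = reference peptide inhibitor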
Bcl-W Bim block: inhibitors of Bim binding to Bcl-W, primary screen, biochemical, multiplexed, bead-based flow cytometry; Bcl-2-like protein 2 (Homo sapiens), Q92843; Bim peptide-Bcl-W binding; inhibition, % at 10 µM; hit rate 0.02% among 190,000; AID 952, 2007;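 further: 0% = bound tracer without compound and 100% = peptide blocker; higher means less fluorescent Bim peptide bound to Bcl-W beads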
Target sequence (Q92843 whole entry, looked up): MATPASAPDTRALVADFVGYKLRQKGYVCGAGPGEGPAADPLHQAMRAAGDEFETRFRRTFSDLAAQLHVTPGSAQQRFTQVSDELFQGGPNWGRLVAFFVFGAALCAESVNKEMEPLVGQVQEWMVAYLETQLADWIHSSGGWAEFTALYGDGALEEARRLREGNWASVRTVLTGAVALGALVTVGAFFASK
RGS7-Gao: RGS7-Galphao binding modulators, primary screen, biochemical, multiplexed bead flow cytometry | Guanine nucleotide-binding protein G(o) subunit alpha (Homo sapiens), P09471 | actives lie on both sides | binding response (% of control), % at 10 µM | hit rate 0.35% among 220,000 | AID 1439, 2008; in the data active means binding response below about 49% or above about 150%; inconclusive means no clear call, values can overlap the other calls; inactive means in between;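 further: fluorescent Galphao held in activated GDP-AlF4 state binding bead-coupled RGS7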
Bim-Bcl-XL: inhibitors of Bim-Bcl-XL binding, primary screen, biochemical, multiplexed, bead flow cytometry, human Bcl-XL. Bim peptide-Bcl-XL binding, fluorescence. inhibition, % at 10 µM. AID 1007, 2008. hit rate 0.04% among 190,000
Target sequence (Q07817 whole entry, looked up): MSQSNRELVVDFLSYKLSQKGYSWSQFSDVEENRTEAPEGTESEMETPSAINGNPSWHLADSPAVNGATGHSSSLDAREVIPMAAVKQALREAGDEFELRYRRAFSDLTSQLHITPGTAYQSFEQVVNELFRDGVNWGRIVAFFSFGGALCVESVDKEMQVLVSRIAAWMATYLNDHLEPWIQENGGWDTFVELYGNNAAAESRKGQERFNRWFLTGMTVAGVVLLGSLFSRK
RGS4-Gao reg: modulators of RGS4 binding to Galphao, primary screen, biochemical, multiplexed bead flow cytometry; actives lie on both sides; Guanine nucleotide-binding protein G(o) subunit alpha (Homo sapiens), P09471; AID 1415, 2008; binding response (% of control), % at 10 µM; hit rate 0.33% among 220,000; in the data active means binding response below about 49% or above about 150%; inactive means in between;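 further: fluorescent Galphao activated with aluminum fluoride binding bead-coupled RGS4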
ABCB1 block: ABCB1 efflux pump inhibitors, primary screen, cell-based, multiplex, flow cytometry, ABCG2 counter-screen. inhibition, % at 6.6 µM. ATP-dependent translocase ABCB1 (Homo sapiens), P08183. CCRF-Adr cells, JC-1 efflux. hit rate 0.067% among 190,000; in the data active means inhibition above about 40%;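 further: 0% = vehicle and 100% = reference inhibitor; higher value means more JC-1 retained so stronger ABCB1 efflux block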
RGS8-Gao: RGS8-Galphao binding modulators, primary screen, biochemical, multiplexed bead flow cytometry | Guanine nucleotide-binding protein G(o) subunit alpha (Homo sapiens), P09471 | actives lie on both sides | response (percent of control binding), % at 10 µM | hit rate 0.34% among 220,000 | AID 1423, 2008; in the data active means response below about 60% or above about 140%; inactive means in between;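 further: Galphao activated as the GDP aluminium fluoride complex binding bead-coupled RGS8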
GSH bead fluor: compound fluorescence on glutathione beads, profiling panel, artefact control, biophysical, 488/530 nm, flow cytometry; GSH beads flow cytometry, compound fluorescence 488/530 nm; hits give high values; fluorescence (KMESF) at 10 µM; hit rate 0.25% among 190,000; in the data active means fluorescence above about 89;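 further: glutathione beads carrying GST-tagged Bcl family fusion proteins plus one bare bead set; values are compound well signal with DMSO vehicle wells as background; inactives centre near 16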
Numbers without * were called inactive; ? = inconclusive; [ ] = dose if it differs, or a comment. Unless noted, no stated cut-off is given here; in the data, active means inhibition above about 40%.

SMILES	Bfl-1 Bim block	Bcl-B Bim block	ABCG2 block	Bcl-2 Bim block	Bcl-W Bim block	RGS7-Gao	Bim-Bcl-XL	RGS4-Gao reg	ABCB1 block	RGS8-Gao	GSH bead fluor
Cc1cn2c(N)c(C=C3C=C(Cl)C(=O)C(Cl)=C3)c(=O)nc2s1	0	0	4	-1	0	473*[activator]	0	549*[activator]	4.5	133	13
COc1ccc(OC)c(/C=C2\SC(=S)N(Cc3cccnc3)C2=O)c1	10	1	-16	19	14	88	18	89	-0.6	84	9
COc1ccc(C(=O)Nc2ccc(S(=O)(=O)Nc3onc(C)c3C)cc2)c(OC)c1	-2	-1	-2	0	0	98	-2	101	-0.3	103	14
C=CCN(C(=O)CSc1nc2c(sc3ccccc32)c(=O)n1CCN(CC)CC)c1ccccc1	-5	-7	7	-6	0	101	-4	100	15	101	18
O=c1cc(N2CCc3ccccc32)[nH]c(=O)n1-c1ccccc1	-1	-4	-1	-11	-4	101	-5	101	0.0	100	21
CCN(CC(=O)Nc1ccc(C)c(F)c1)CC(=O)NC(C)(C)C	0	1	6	0	-2	105	-2	103	1.6	107	20
O=C(N/N=C\c1ccccc1)c1ccccc1-n1cccc1	-3	-4	5	-2	-2	101	-4	107	0.8	102	15
CC(C)OCC(O)CCc1n[nH]c(=S)n1-c1ccccc1 (stereo not drawn)	-8	-9	1	-6	-5	100	-5	100	0.2	101	13
COc1ccc(CCc2nnc(CCC(=O)N(C)Cc3ccnc4ccccc34)o2)cc1	-4	0	-4	0	-1	97	0	99	-1.7	100	16
Cn1cccc1CC(=O)NNC(=S)Nc1ccc(Cl)cc1	2	-23	-5	-2	0	98	-4	101	-0.9	101	8
Cc1ccc(C)c(NCC(O)c2ccccc2)c1 (stereo not drawn)	-7	0	-2	0	-1	96	-4	96	-0.2	96	12
O=C(NC1Cc2ccccc2C1)c1cc(COc2ccc(F)cc2Cl)on1	-6	-5	6	-2	-4	106	-1	102	-0.3	105	18
O=C(CSc1ccc(-c2ccccc2)nn1)N1CCOCC1	-12	-9	-1	-12	-2	102	-1	102	0.3	98	20
COc1ccccc1OCC(O)CN1C(=O)NC(C)(C)C1=O (stereo not drawn)	12	7	1	8	9	98	15	99	0.0	100	23
CCC(C)(C)n1nnnc1C(c1cc2ccc(OC)cc2[nH]c1=O)N1CCCCC1 (stereo not drawn)	-8	-6	3	-9	-6	99	5	102	0.9	98	45
O=C1[C@@H]2C(Cc3ccc(O)cc3)NC3(C(=O)Nc4ccc(F)cc43)[C@@H]2C(=O)N1c1ccc(F)cc1 (stereo partly drawn)	-2	-4	5	-3	0	104	1	104	-0.1	97	28
Cc1cccc(N2C(=O)SC(SC(=Nc3ccccc3)Nc3ccccc3)C2=O)c1 (stereo not drawn)	15	-30	1	0	-1	127	-10	94	0.3	87	4
O=C(N1CCOCC1)N1CCN(c2nc(-c3ccc(F)cc3)cs2)CC1	-9	-8	1	-4	5	100	4	102	0.2	100	58
CCCn1c(O)c(/C=C2\C=NN=C2c2ccccc2)sc1=S	-1	0	1	0	0	96	1	89	-0.1	97	21
N#Cc1cnn2c1nc(N1CCOCC1)c1ccccc12	-19	-9	40	-12	0	101	-8	100	0.3	98	22

One compound at a time, from the list above. Screens in order: Bfl-1 Bim block, Bcl-B Bim block, ABCG2 block, Bcl-2 Bim block, Bcl-W Bim block, RGS7-Gao, Bim-Bcl-XL, RGS4-Gao reg, ABCB1 block, RGS8-Gao, GSH bead fluor
Cc1cccc(N2C(=O)SC(SC(=Nc3ccccc3)Nc3ccccc3)C2=O)c1 (stereo not drawn) is listed with 15, -30, 1, 0, -1, 127, -10, 94, 0.3, 87, 4
CCC(C)(C)n1nnnc1C(c1cc2ccc(OC)cc2[nH]c1=O)N1CCCCC1 (stereo not drawn) is listed with -8, -6, 3, -9, -6, 99, 5, 102, 0.9, 98, 45

Some values from the entries so far:
CCCn1c(O)c(/C=C2\C=NN=C2c2ccccc2)sc1=S – Bim-Bcl-XL = 1
CCC(C)(C)n1nnnc1C(c1cc2ccc(OC)cc2[nH]c1=O)N1CCCCC1 (stereo not drawn) – RGS4-Gao reg = 102
O=C(N1CCOCC1)N1CCN(c2nc(-c3ccc(F)cc3)cs2)CC1 – RGS7-Gao = 100

Further results:
SMILES	Bfl-1 Bim block	Bcl-B Bim block	ABCG2 block	Bcl-2 Bim block	Bcl-W Bim block	RGS7-Gao	Bim-Bcl-XL	RGS4-Gao reg	ABCB1 block	RGS8-Gao	GSH bead fluor
Cc1ccccc1NC(=O)c1ccc(CSc2ncccn2)cc1	-1	-3	2	-1	-1	100	-1	101	0.4	102	13
CC(C)N(CCc1ccncc1)C(=S)Nc1ccc(F)c(Cl)c1	-4	-6	4	0	-2	98	-5	99	-0.4	99	9
CC1CCN(S(=O)(=O)c2ccc3c(c2)oc(=O)n3CC(=O)N2CCc3ccccc3C2)CC1	-9	-9	1	-7	0	98	-4	100	0.3	100	27
CC1CCC2C(=O)N(c3ccc(Cc4ccncc4)cc3)C(=O)C2C1 (stereo not drawn)	-6	-5	5	-1	0	94	0	96	2.5	98	23
COc1ccccc1CNC(=O)c1cccc(N(C)C)c1	-11	-6	3	-12	0	103	-5	101	0.2	100	26
O=C([C@H](Cc1ccc(O)cc1)n1cc(CCO)nn1)N1CCNCC1	-6	-4	1	0	-2	105	-4	103	0.6	101	20
CSc1ccc(Cn2nnc(C(=O)NCc3ccccc3)c2N)cc1	-11	-8	0	-6	1	103	-3	105	0.1	98	23
CCCOC(=O)Nc1nc(-c2ccc(C)cc2)c(C)s1	0	-20	4	-2	0	109	-6	103	0.3	105	9
COc1cccc(CN2CCN(c3ncccn3)CC2)c1	-16	-7	10	-7	3	100	-2	97	1.5	98	19
Cc1ccc(C2=N/C(=C/N3CCOCC3)C(=O)O2)cc1	9	3	6	5	5	93	5	92	1.1	86	30
Cc1cc(NC(=O)CSc2nc3c(c(=O)n(C)c(=O)n3C)n2C(C)C)no1	-18	-7	22	-8	-5	102	-4	102	1.0	102	34
COc1ccccc1N1CCN(C(=O)c2ccc3c(=O)n(Cc4ccco4)c(=S)[nH]c3c2)CC1	-1	-4	0	-5	-2	105	-3	103	-0.2	102	65
CN(C)S(=O)(=O)c1ccc(C(=O)NCCN2C(=O)S/C(=C\c3cccnc3)C2=O)cc1	-4	-7	3	-2	-4	?	-4	101	0.1	95	14
C=CCNc1oc(-c2ccc(OC)cc2)nc1C#N	0	-1	1	1	0	105	1	100	0.1	103	14
Cc1ccc(CSC2=Nc3sccc3C3=NC(=O)CN23)cc1	-2	-4	1	0	3	95	-6	96	0.2	98	10
COCCN1CCN(Cc2nc(C3(c4ccc(C)cc4)CCCC3)no2)CC1	-5	-2	5	-5	-2	117	-1	111	1.3	113	18
O=C(O)CCCC(=O)Nc1nncs1	-9	-2	0	-1	-2	103	-6	102	-0.1	103	23
O=C1c2ccccc2C(=O)N1CC(O)COCc1ccccc1 (stereo not drawn)	-14	-9	5	-12	1	103	0	101	1.4	99	31
O=C(COc1ccccc1)Nc1ncccn1	0	0	2	-2	1	100	-4	108	0.9	100	11
COc1ccc(NS(=O)(=O)c2cc(Cl)ccc2Cl)cc1S(=O)(=O)N1CCCCC1	-7	-6	-5	-4	-3	?	-2	99	2.2	101	18
OCCC1CN(C2CCN(c3ccccc3F)CC2)CCN1Cc1ccccc1 (stereo not drawn)	-4	-1	3	0	0	91	0	96	1.5	98	11
COCCN(C(=S)Nc1c(C)cc(C)cc1C)C(C)c1cccs1 (stereo not drawn)	4	-4	13	0	-1	105	-3	103	-0.5	99	11
O=[N+]([O-])c1cccc(C(=S)N2CCN(c3ccc(F)cc3)CC2)c1	13	-34	3	-1	1	?	-11	100	0.2	100	19
CCOc1ccc(/C(O)=C/C(=O)C(=O)Nc2ccc(S(=O)(=O)NC(C)=O)cc2)cc1	-19	-6	-3	-10	-4	104	-6	102	-0.4	102	17
CCCCCCC1C(C#N)=C(N)OC2=C1C(=O)CC(C)(C)C2 (stereo not drawn)	-9	-4	1	-6	0	103	-1	98	0.5	101	26
O=C(CSc1ccccc1)NCCCN1CCOCC1	-5	-8	5	-5	1	99	-4	98	0.4	101	28
Cc1ccc(N2CC(C(=O)Nc3nccs3)CC2=O)cc1 (stereo not drawn)	-10	-5	3	-5	-1	107	-10	109	0.7	104	35
CC(C)Cn1c(-c2nn(C)cc2Cl)n[nH]c1=S	1	-18	0	-5	-4	45*	-10	49*	0.1	59*	22
CCOC(=O)C1CCCN(C(=O)COC(=O)C2=COCCO2)C1 (stereo not drawn)	-2	-1	2	0	-1	119	0	104	0.3	99	12
O=C(Nc1ccccc1)OCC1CCCN2CCCCC12 (stereo not drawn)	0	0	1	-1	-1	99	0	102	0.1	98	21
CCOC(=O)c1[nH]c2ccc(F)cc2c1NC(=O)CN1CCc2cc(OC)c(OC)cc2C1	-1	-1	5	-3	-1	103	-1	105	1.1	101	15
COc1ccc2nc(SCC(=O)Nc3ccc(S(=O)(=O)N4CCCC4)cc3)c(C#N)cc2c1	-8	-6	-1	-7	0	99	0	102	-0.6	99	15

Reprinted from the results shown (four entries):
SMILES	Bfl-1 Bim block	Bcl-B Bim block	ABCG2 block	Bcl-2 Bim block	Bcl-W Bim block	RGS7-Gao	Bim-Bcl-XL	RGS4-Gao reg	ABCB1 block	RGS8-Gao	GSH bead fluor
CCOC(=O)C1CCCN(C(=O)COC(=O)C2=COCCO2)C1 (stereo not drawn)	-2	-1	2	0	-1	119	0	104	0.3	99	12
O=C(Nc1ccccc1)OCC1CCCN2CCCCC12 (stereo not drawn)	0	0	1	-1	-1	99	0	102	0.1	98	21
CCOC(=O)c1[nH]c2ccc(F)cc2c1NC(=O)CN1CCc2cc(OC)c(OC)cc2C1	-1	-1	5	-3	-1	103	-1	105	1.1	101	15
COc1ccc2nc(SCC(=O)Nc3ccc(S(=O)(=O)N4CCCC4)cc3)c(C#N)cc2c1	-8	-6	-1	-7	0	99	0	102	-0.6	99	15

Marked active in RGS4-Gao reg, among the entries above:
SMILES,Bfl-1 Bim block,Bcl-B Bim block,ABCG2 block,Bcl-2 Bim block,Bcl-W Bim block,RGS7-Gao,Bim-Bcl-XL,RGS4-Gao reg,RGS8-Gao,GSH bead fluor
Cc1cn2c(N)c(C=C3C=C(Cl)C(=O)C(Cl)=C3)c(=O)nc2s1,0,0,4,-1,0,473*[activator],0,549*[activator],133,13
CC(C)Cn1c(-c2nn(C)cc2Cl)n[nH]c1=S,1,-18,0,-5,-4,45*,-10,49*,59*,22

High-throughput results (PubChem)
